Screening results deposited in PubChem by several laboratories.
Salmonella PhoP GFP: inhibitors of PhoP regulon expression, primary screen, Salmonella Typhimurium, GFP reporter (AID 1863); inhibition, % at 50 µM; hits with a dose series show IC50 in µM; 0.16% of 300,000 active; S. Typhimurium PhoP-regulated promoter GFP reporter, 4 h; higher % means a stronger effect;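 active = inhibition over 29.93%, a cutoff 3 SD above the screen mean, later confirmed by dose response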;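 also: 0% = low Mg2+ inducing control and 100% = high Mg2+ repressing control; strong numbers were not always called active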
Hep lipid drop: inhibitors of hepatocyte lipid droplet formation, primary screen, imaging, high-throughput imaging, BODIPY stain | inhibition, % at 6.5 µM | 0.4% of 240,000 active | AML12 mouse hepatocytes, oleate lipid droplets;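 active = lipid droplet intensity inhibited by at least 50%, with more than 500 cells counted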
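Assay system: AML12 mouse liver cells | Compound: 6.5 µM single-point dosing | Schedule: Overnight exposure | Technique: Fluorescence imaging, 20x objective, two fields per well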
T cell HTS: modulators of CD8 T cell-vesicle binding, primary screen, mouse 2C CD8+ T cells, flow cytometry. 2C CD8+ T cell-vesicle binding; stronger effect = lower value. calls only at 7 µM. 0.068% of 330,000 active. AID 2052, 2009;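 active = response, share of CD8 T cells binding vesicles, and their 90th percentile fluorescence all below set limits, cut at about 80% in these data, passing the limit was not always enough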
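material = purified 2C TCR transgenic mouse naive CD8+ T cells | controls = Unloaded micro-vesicles (low), QL9 vesicles with 0.7% DMSO (high) | detection = cytometric PE anti-B7-1 and Alexa647 anti-CD8 signals after 1% paraformaldehyde fixation | incubation = binding step 1.5 h, 37 °C, antibody labelling 20 min, ice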
Hep lipid drop cells 6.5 µM: further read-out of Hep lipid drop, marked with its call; cell count; measured here: cell count, cytotoxicity flag;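 cells counted across two imaged fields per well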
T cell HTS vesicle-bound %: also measured in T cell HTS; calls as there; double positive events, %; measured here: CD8+ vesicle-bound cell fraction;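 binding gate set so that unloaded-vesicle control wells show 10% double positive cells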
An asterisk follows results filed as active; i = inactive.

Screens in order: T cell HTS, Salmonella PhoP GFP, T cell HTS vesicle-bound %, Hep lipid drop, Hep lipid drop cells 6.5 µM
O=C(CCOc1ccccc1)Nc1ccnn1C1CCN(Cc2ccc(O)cc2)CC1
 : i, 5%, 6, 3, 706
O=C(CN(Cc1ccc(Br)cc1)S(=O)(=O)c1ccccc1)NCc1cccnc1
 : i, -2%, 63, -4, 840
O=C(O)c1cccc(-c2ccc(/C=N/n3cnnc3)o2)c1
 : i, 5%, 23, 2, 802
Cc1cccc(Cn2cnc3c(sc4nc(C)cc(C)c43)c2=O)c1
 : i, -8%, 57, -43, 759
CC(C)[C@H](NC(=O)c1ccccc1F)C(=O)NCCc1ccccc1
 : i, 5%, 14, -1, 800
CC(=O)N(c1ccc2oc(=O)sc2c1)S(=O)(=O)c1ccc(C(=O)O)cc1
 : i, 7%, 43, -3, 782
Cc1ccc(/C=N/NC(=O)c2cc(-c3ccccc3)nc3ccccc23)o1
 : i, -6%, 8, -12, 676
COc1ccc(NC(=O)CCn2c(=S)[nH]c3ccccc3c2=O)cc1OC
 : i, -6%, 32, 12, 694
CCc1nnc(NC(=O)c2nc(S(=O)(=O)Cc3ccc(C)cc3)ncc2Cl)s1
 : i, -16%, 6, -7, 686
CCOCCOC(=O)Cn1cnc2scc(-c3ccc(C)cc3)c2c1=O
 : i, 6%, 60, 8, 818
CCC(=O)Nc1ccc(NC(=O)c2cccc3c(Br)cccc23)cc1
 : i, 5%, 35, 6, 853
CC/C(=N\NC(=O)c1nnn(-c2nonc2N)c1CN(C)c1ccccc1)c1ccccc1
 : i, -6%, 1, -3, 693
COc1ccccc1OCCn1c(C)c(C=O)c2ccccc21
 : i, 3%, 58, -18, 836
COc1ccc(Cl)cc1NS(=O)(=O)c1ccc2c(c1)NC(=O)CCS2
 : i, 7%, 56, 6, 705
C=CCc1cc(OC)ccc1OCCCCn1cncn1
 : i, 11%, 60, 4, 840
CCOc1ccc(-c2nnc(SCC(=O)O)n2Cc2ccccc2)cc1
 : i, -3%, 54, 16, 750
CCCCN(C(=O)CCC(=O)Nc1cc(C)on1)C(C(=O)NC1CCCC1)c1ccc(F)cc1 (stereo not drawn)
 : i, -9%, 41, 22, 813
C=CCN(c1ccccc1)S(=O)(=O)c1cccc(C(=O)N(CC)CC(=O)Nc2c(F)cccc2F)c1
 : i, -4%, 12, -10, 881
O=C(c1ccc(OC2CCN(Cc3ccc(C(F)(F)F)cc3)CC2)cc1)N1CCCCC1
 : i, -3%, 23, -35, 702
CCCCN(C)C(=O)C1CCCN(S(=O)(=O)c2ccc3c(c2)CC(C)N3C(=O)C2CC2)C1 (stereo not drawn)
 : i, -3%, 12, 27, 743
COC(=O)/C(C#N)=C/c1c(N2CCN(c3cccc(Cl)c3)CC2)nc2c(C)cccn2c1=O
 : i, 5%, 16, 16, 867
CC1=C(C(=O)OCc2ccccc2)C(c2ccc(Cl)cc2)NC(=O)N1C (stereo not drawn)
 : i, 7%, 0, 1, 872
COc1cc(OC)cc(C(=O)OCC(=O)N(C)c2ccccc2)c1
 : i, 5%, 25, -7, 794
CC1=C(C(=O)Nc2cccc(C(=O)N3CCN(c4cccc(C(F)(F)F)c4)CC3)c2)SCCO1
 : i, 7%, 4, -1, 697
O=C(Nc1ccccc1)c1ccc2c(c1)CCN2S(=O)(=O)c1ccccc1
 : i, -3%, 14, 9, 716
CC1CC(C)CN(C(=O)c2cc3c(=O)n4ccccc4nc3s2)C1 (stereo not drawn)
 : i, 1%, 27, 6, 801
C=CCC(=O)NC1CCCc2c1cnn2-c1cc(F)cc(F)c1 (stereo not drawn)
 : i, 7%, 57, -17, 847
Cc1ccc(NC(=O)C2C3CCCCC32)cc1[N+](=O)[O-] (stereo not drawn)
 : i, -4%, 27, 12, 839
CN(C)C(CNc1ncnc2ccccc12)c1c(F)cccc1Cl (stereo not drawn)
 : i, 10%, 10, -16, 688
CC1CCN(c2ccc3nnc(CCC(=O)Nc4ccc(F)cc4)n3n2)CC1
 : i, -4%, 37, -6, 727

Brought forward from above: three compounds; new compounds follow.
Screens in order: T cell HTS, Salmonella PhoP GFP, T cell HTS vesicle-bound %, Hep lipid drop, Hep lipid drop cells 6.5 µM
Cc1ccc(NC(=O)C2C3CCCCC32)cc1[N+](=O)[O-] (stereo not drawn)
 : i, -4%, 27, 12, 839
CN(C)C(CNc1ncnc2ccccc12)c1c(F)cccc1Cl (stereo not drawn)
 : i, 10%, 10, -16, 688
CC1CCN(c2ccc3nnc(CCC(=O)Nc4ccc(F)cc4)n3n2)CC1
 : i, -4%, 37, -6, 727
CC(=O)c1ccc(OCc2cc(C(=O)NCCn3nc(C)cc3C)no2)cc1
 : i, 5%, 14, 1, 884
O=C(NNC(=S)NCC1CCCO1)c1cc(Br)ccc1Cl (stereo not drawn)
 : i, 7%, 29, 5, 863
Cc1ccc(C2Nc3cccc4cccc(c34)N2)cc1
 : i, 3%, 58, -10, 790
COc1ccc(CCN2C(=O)NC(NS(=O)(=O)c3ccccc3)(C(F)(F)F)C2=O)cc1OC (stereo not drawn)
 : i, -1%, 32, 32, 761
COc1ccc(-c2csc(-n3ncc(C(=O)O)c3C(F)(F)F)n2)cc1
 : i, 5%, 38, 4, 421
CCOCCCN(C)C1CCN(S(=O)(=O)c2csc(C(N)=O)c2)CC1
 : i, -13%, 36, 8, 795
COc1ccccc1CN1CCCC(N2CCN(c3ccccc3OC)CC2)C1 (stereo not drawn)
 : i, -1%, 58, -13, 801
CCN(CC(=O)Nc1c(F)cccc1F)C(=O)C1CC(=O)N(c2ccccc2OC)C1 (stereo not drawn)
 : i, 15%, 30, -9, 718
COCCCNC(=S)N(CCCO)Cc1cc2cc3c(cc2[nH]c1=O)OCO3
 : i, 4%, 62, -4, 822
NC(=O)c1cc(S(=O)(=O)N2CCN(c3ccc([N+](=O)[O-])cc3)CC2)cs1
 : i, 9%, 24, 5, 736
COc1ccc(OCC(=O)Nc2ccc3c(c2)nc(CCN2CCCC2)n3C)cc1
 : i, -8%, 15, 8, 705
COc1ccc(COC(=O)N/N=C/c2cccs2)cc1
 : i, -4%, 53, 3, 827
CC(=O)Nc1nc2c(s1)CCc1ccccc1-2
 : i, -2%, 22, 16, 728
CN(CCCC(=O)Nc1ccccc1F)S(=O)(=O)c1ccc(F)cc1
 : i, 2%, 36, -13, 774
CCOc1c(Br)cc(C2NC(=O)CCC2[N+](=O)[O-])cc1OC (stereo not drawn)
 : i, 0%, 52, 3, 417

Profiles, quoted from the list.
Shown for CC(=O)c1ccc(OCc2cc(C(=O)NCCn3nc(C)cc3C)no2)cc1 → T cell HTS: i; Salmonella PhoP GFP: 5%; T cell HTS vesicle-bound %: 14; Hep lipid drop: 1; Hep lipid drop cells 6.5 µM: 884
Shown for COc1ccc(OCC(=O)Nc2ccc3c(c2)nc(CCN2CCCC2)n3C)cc1 → T cell HTS: i; Salmonella PhoP GFP: -8%; T cell HTS vesicle-bound %: 15; Hep lipid drop: 8; Hep lipid drop cells 6.5 µM: 705

Further records.
Screens in order: T cell HTS, Salmonella PhoP GFP, T cell HTS vesicle-bound %, Hep lipid drop, Hep lipid drop cells 6.5 µM
Cc1ccc(C)c(NC(=O)CCN2CCN(CCO)CC2)c1
 : i, -3%, 69, -1, 785
CC(=O)Nc1cc[n+](CC(=O)c2cccc([N+](=O)[O-])c2)cc1
 : i, 4%, 50, 12, 844
Cc1ccccc1OCC(=O)Nc1nnc(COc2ccccc2)s1
 : i, -4%, 36, -5, 679
CCc1nnc(NC(=O)c2cc(S(=O)(=O)N(C)c3ccc(OC)cc3)ccc2Cl)s1
 : i, 2%, 16, 0, 833
CC(=O)N1CCN(C(=O)c2ccco2)CC1
 : i, 1%, 24, -2, 816
O=[N+]([O-])c1ccc(N2CCN(c3ccccn3)CC2)c(Cl)c1
 : i, -3%, 22, 0, 799
COc1ccccc1-n1ccnc1SCC(=O)NCC1CCCO1 (stereo not drawn)
 : i, 0%, 13, -40, 746
CC1Cc2cc(S(=O)(=O)N3CCC(C(=O)N(C)Cc4ccccc4)CC3)ccc2N1C(=O)C1CC1 (stereo not drawn)
 : i, -1%, 10, 1, 760
O=C(NCC(=O)N1CCCC1)c1ccccc1F
 : i, -1%, 49, 26, 735
C=CCn1c(SCC(C)=O)nc2sc3c(c2c1=O)CCC3
 : i, 7%, 29, -6, 751
CC(C)C(=O)Nc1c2c(nn1-c1ccccc1)CSC2
 : i, -3%, 28, -5, 663
O=C(CNCC(=O)Nc1ccc(F)c(F)c1F)Nc1ccc(F)c(F)c1F
 : i, -1%, 16, -1, 606
Cc1ccc(NC(=O)CSc2ccc(-c3cccnc3)nn2)c(C)c1
 : i, 10%, 54, -1, 901
COc1cccc(NC(=S)NC(=O)/C=C/c2ccco2)c1
 : i, 3%, 60, -2, 840
CC(C)(C)OC(=O)N1Cc2ccccc2C[C@H]1C(=O)NCC(=O)NC1CCCC1
 : i, 4%, 8, 15, 747
O=C(Nc1ccncc1)c1ccc(NS(=O)(=O)c2ccc3[nH]c(=O)[nH]c3c2)cc1
 : i, -1%, 68, 15, 651
CCOc1ccccc1NC(=S)N1CCN(c2ccccc2)CC1
 : i, -3%, 25, -1, 780
Cn1c(=O)c(C(=O)NCc2ccc(F)cc2)c(O)c2ccccc21
 : i, 0%, 64, 20, 852
CCS(=O)(=O)N1CCC(C(=O)Oc2ccccc2Cl)CC1
 : i, 3%, 52, -5, 777
CCc1nccn1CCC(=O)N1CCCC(Nc2ccc(C(C)C)cc2)C1 (stereo not drawn)
 : i, 0%, 61, -4, 593
Cc1cnc(C(=O)NC2CC(C)(C)Cc3c2cnn3-c2ccccc2)cn1 (stereo not drawn)
 : i, -6%, 11, 12, 750
CCOC(=O)C1=C(C)N(C)C(=O)NC1c1c(OC)ccc2ccccc12 (stereo not drawn)
 : i, -6%, 61, -20, 788
CC(C)(C)C(=O)Nc1ccc(-c2cn3cccnc3n2)cc1
 : i, 4%, 24, -6, 791
CC(C)C(=O)N1CCN(c2ccccc2NC(=O)c2ccc([N+](=O)[O-])o2)CC1
 : i, 8%, 15, -30, 838
CCOC(=O)c1c(-c2ccc(OC)cc2)oc2ccc(OCC(N)=O)cc12
 : i, -2%, 53, -9, 806
CC(=O)Nc1ccc(NC(=O)[C@@H](NC(=O)c2cccc(C)c2)C(C)C)cc1
 : i, 2%, 24, 1, 814
Cc1ccc(-c2csc(N3CCN(c4ccc5nc(-c6ccncc6)n(CCN6CCCCC6)c5c4)CC3)n2)cc1
 : i, -2%, 61, 1, 743
Cc1ccc2c(c1)N(C)/C(=C/c1cccc[n+]1C)S2
 : i, -6%, 21, -32, 443
O=C(CCCN1C(=O)/C(=C/c2ccccc2)SC1=S)Nc1ccc(C(=O)O)c(O)c1
 : i, -2%, 4, -1, 687
Cc1cc(C(=O)NC2CCCc3c2cnn3-c2ccc(C(C)(C)C)cc2)nn1C (stereo not drawn)
 : i, 3%, 27, -7, 677
CCOC(=O)N1CCN(C(=O)c2ccc(NS(=O)(=O)c3ccc(C)cc3)cc2)CC1
 : i, 5%, 15, -8, 788
COc1ccc(C2(c3ccc(OC)cc3)NC(=O)N(CC(=O)N(C)c3ccccc3)C2=O)cc1
 : i, -9%, 62, 2, 772
O=C(CSc1nnc(NC(=O)c2ccco2)s1)Nc1ccc(F)cc1F
 : i, 3%, 17, 13, 813
COc1ccc2c(c1OC)C(=O)N(c1ccc(F)cc1)C2
 : i, -1%, 64, -1, 813
O=C1NC(c2cccc(Cl)c2)Oc2ccccc21 (stereo not drawn)
 : i, 4%, 47, -13, 793
CCn1c(SCC(=O)N2CCCCC2C)nc2c1c(=O)n(C)c(=O)n2C (stereo not drawn)
 : i, 3%, 13, -16, 813
COc1ccc([N+](=O)[O-])cc1C(=O)C(=O)c1ccccc1
 : i, 4%, 56, 0, 776
COc1ccccc1NC(=O)CSc1nc2c(oc3ccccc32)c(=O)n1C
 : i, 8%, 36, 0, 759
COc1cccc(O)c1CN1CCC(Oc2ccc(C(=O)NCc3ccccn3)cc2)CC1
 : i, 9%, 17, -8, 721
CCOCCCNC(=O)CN1C(=O)COc2ccc(S(=O)(=O)N3CC(C)CC(C)C3)cc21 (stereo not drawn)
 : i, -8%, 19, -15, 736
NC(=O)[C@@H]1CCCN1C(=O)c1ccc2nc(Cc3cccc(Cl)c3)oc2c1
 : i, -7%, 66, -2, 837
CN(CCc1ccccn1)C(=O)CCC1CCCN(C(=O)c2c(F)ccc(F)c2F)C1 (stereo not drawn)
 : i, 4%, 7, 1, 865
COc1ccc(CNc2ncc(-c3ccc(F)cc3)n2C)c2ccccc12
 : i, 3%, 60, -6, 775
COCCNC(=O)C(=O)Nc1cc2c3c(c1)CC(=O)N3CCC2
 : i, -8%, 42, 8, 630
COc1ccccc1NC(=O)c1ccc2c(c1)CCN2S(C)(=O)=O
 : i, -2%, 45, 4, 801
Cc1ccc(C(=O)CCC(=O)N(C)CC(=O)Nc2c(Cl)cccc2Cl)cc1
 : i, -6%, 36, -7, 804
NC(=O)COC(=O)[C@H](Cc1c[nH]c2ccccc12)NC(=O)c1ccc(F)cc1
 : i, 0%, 24, -6, 798

An excerpt; rates above refer to the full screens.
